Bioassay records from PubChem BioAssay.
KAT2A inh = GCN5L2 (KAT2A) acetyltransferase inhibition; 390,000 compounds, 0.21% hits; GCN5L2 HAT assay, ThioGlo1 CoA-SH fluorescence; Potency, µM (series often up to 58.9 µM), inactives show at the highest dose activity change, negative = inhibition, most hits filed as inhibitors; Q92830
Target sequence (Q92830 whole entry, looked up): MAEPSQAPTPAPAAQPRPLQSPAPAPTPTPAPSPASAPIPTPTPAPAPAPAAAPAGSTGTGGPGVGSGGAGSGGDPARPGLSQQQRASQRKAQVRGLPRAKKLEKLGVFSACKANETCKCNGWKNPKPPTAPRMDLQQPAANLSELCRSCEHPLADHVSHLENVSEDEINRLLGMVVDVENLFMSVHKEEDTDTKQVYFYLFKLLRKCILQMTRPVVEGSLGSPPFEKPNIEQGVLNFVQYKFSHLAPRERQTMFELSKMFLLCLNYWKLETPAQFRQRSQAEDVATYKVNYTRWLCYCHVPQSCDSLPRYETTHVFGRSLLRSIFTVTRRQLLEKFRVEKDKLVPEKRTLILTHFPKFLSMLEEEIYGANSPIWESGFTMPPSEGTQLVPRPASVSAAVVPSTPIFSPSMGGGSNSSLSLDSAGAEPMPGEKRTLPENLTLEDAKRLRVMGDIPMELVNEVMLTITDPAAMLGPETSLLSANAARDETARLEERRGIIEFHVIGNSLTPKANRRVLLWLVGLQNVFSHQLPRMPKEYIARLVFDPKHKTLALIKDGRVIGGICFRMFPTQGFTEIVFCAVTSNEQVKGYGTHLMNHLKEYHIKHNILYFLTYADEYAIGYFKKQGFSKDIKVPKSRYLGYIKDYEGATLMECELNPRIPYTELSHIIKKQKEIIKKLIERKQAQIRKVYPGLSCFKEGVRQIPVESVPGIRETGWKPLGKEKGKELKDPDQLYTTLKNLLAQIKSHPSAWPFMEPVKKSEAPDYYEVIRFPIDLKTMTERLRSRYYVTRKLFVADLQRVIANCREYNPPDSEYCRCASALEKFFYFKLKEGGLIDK
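Free CoA generated was detected with ThioGlo1 (50uM) fluorescence at Ex340nm/Em540nm, read immediately and after 20 min at room temperature. Enzyme, 20 nM in HEPES pH 7.5 buffer, saw compounds 15 min before adding 75uM H3(1-25) peptide and 70uM acetyl-CoA.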
TDP1 cell noCPT = qHTS for Inhibitors of human tyrosyl-DNA phosphodiesterase 1 (TDP1): qHTS in cells in absence of CPT. 420,000 compounds, 15% hits. DT40 Tdp1-/- hTDP1 cells, no CPT, ATP luminescence, 48 h. Potency, µM (series often up to 46.2 µM), for inactives: at the top dose activity change, negative = growth inhibition, usual class: inhibitors. AID 686978, 2013; note: nearly all actives have a fitted effect of over 55% in size
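Cells were dispensed at 400 per well, compounds added by pin tool, plates incubated ≥48 hr at 37 °C, then CellTiter-Glo added for 30 min at room temperature before luminescence reading. Line: DT40 Tdp1-/- complemented with hTDP1; camptothecin omitted.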
TDP1 cell CPT = growth inhibition of DT40 Tdp1-/-;hTDP1 cells with camptothecin (screen for TDP1 inhibitors). AID 686979. 420,000 compounds, 12% hits. chicken DT40 Tdp1-/-;hTDP1 cells + 20 nM CPT, ATP luminescence, 48 h. Potency, µM (highest dose often 46.2 µM), for inactives: top-dose activity change, negative = growth inhibition, usual class: inhibitors; note: nearly all actives have a fitted effect of over 55% in size
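Chicken DT40 Tdp1-/- cells stably complemented with human TDP1 were seeded at 400 cells/well in medium containing 20 nM camptothecin, exposed to pin-transferred compounds, and grown at 37 °C for at least 48 hr. Viability was read as ATP luminescence.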
* marks the source's active call; other numbers are inactive results; ? = inconclusive; · = not tested or not shown; & = joins results of further samples; [ ] = remark or other dose. Calls come from the whole dose curve; as a rule, active = well fitted curve in the direction sought with a large enough effect; inconclusive = small, poorly fitted or top-dose-only effect, or another doubt; inactive = no such curve, though single readings can be large; an effect the other way counts as inactive or inconclusive. % is set by controls: 0 for no effect and ±100 for the full control effect; potency is the fitted concentration of half-maximal effect.

SMILES | KAT2A inh | TDP1 cell noCPT | TDP1 cell CPT
OCCC1CN(C2CSCCSC2)CCN1Cc1ccccc1 (stereo unspecified) | -4% | -15% | 21%
O=C(c1ccc(Cl)cc1)C1C2C(=O)N(c3ccccc3)C(=O)C2C2CCCN21 (stereo unspecified) | -7% | -11% | 0%
Oc1ccc2oc3c(c2c1)CCCC3 | -6% | -20% | -16%
O=c1nc(-c2ccccc2)cn[nH]1 | 1% | -9% | 4%
O=C(O)CSCC(=O)N1CCN(c2ncnc3scc(-c4ccccc4)c23)CC1 | 25% | 3% | 1%
O=C(O)CCSc1nnc(-c2ccc3c(c2)OCO3)o1 | -6% | -12% | -12%
COc1ccc(CCOC(=O)c2ccc(N)c([N+](=O)[O-])c2)cc1 | -7% | -19% | ?
CC(=O)OC(C(=O)N1CCN(c2ccccc2F)CC1)c1ccccc1 (stereo unspecified) | 2% | -10% | -1%
Cc1cc(=O)[nH]c2c(C)cc(S(=O)(=O)NCc3ccccc3)cc12 | ? | ? | -13%
O=C1c2ccccc2C(=O)N1CCCCN(C(=O)c1cc([N+](=O)[O-])ccc1Cl)c1ccc(Cl)cc1 | -3% | ? | ?
CC1CCCN(C(=O)c2cc3c(-c4ccc(Cl)cc4)nn(C)c3s2)C1 (stereo unspecified) | -4% | ? | ?
O=C(Nc1ccnn1C1CCN(C(=O)c2cc(Cl)ccc2F)CC1)C1CCOC1 (stereo unspecified) | -4% | -1% | -2%
CC(C)CCN1CCN(Cc2cn[nH]c2C2CCCCC2)CC1CCO (stereo unspecified) | -7% | -14% | -6%
O=C(OCC(=O)N1CCN(C(=O)c2ccco2)CC1)c1sc2ccccc2c1Cl | -2% | -4% | -11%
COc1ccc(CN2CCOCCOCCOCCOCC2)cc1 | 11% | 3% | -18%
Cc1cscc1-c1ccc(C(=O)Nc2c(C)cccc2C)o1 | · | 4.6µM* | 3.7µM*
COCc1cc(C)nc(N/N=C/c2ccc(Cl)c(Cl)c2)c1C#N | 9% | 13% | 2%
CC1CCN(C(=O)Oc2ccccc2)CC1 | 0% | -2% | 3%
Cc1ccccc1Oc1ccc(-c2nc(N)nc(N)n2)cc1 | 2% | ? | -26%
O=C(O)c1ccc(NC(=O)c2ccccc2NC(=O)c2ccccc2Br)cc1 | -16% | 4% | 3%
COc1ccc(NC(=O)C(CCS(C)(=O)=O)NC(C)=O)cc1 (stereo unspecified) | -19% | -3% | -4%
CCCCCCCCCC(=O)N/N=C/c1ccc(C)s1 | -5% | ? | ?
O=C(O)CCCC(=O)Nc1nc(-c2ccccc2)cs1 | -6% | -8% | 1%
COCCNc1nc(NCc2cccs2)nc2ccsc12 | · | 26µM* | ?
CCCCC/C=C\C\C=C/C=C/C=C/[C@@H](SC[C@H](N)C(=O)O)[C@@H](O)CCCC(=O)O | 5% | 19%[0.628 µM] | 12%[0.628 µM]

Next results.
SMILES | KAT2A inh | TDP1 cell noCPT | TDP1 cell CPT
CCOC(=O)C1=C(C)NC2=C(C(=O)CC(C)(C)C2)C1c1cccc(C)n1 (stereo unspecified) | -5% | -3% | -8%
CNC(=O)COC(=O)/C=C/c1ccco1 | -1% | 1% | -14%
Cc1cc(Cl)ccc1OCC(=O)Nc1c(C(=O)c2ccccc2)oc2ccccc12 | -7% | 7% | 0%
CN(C)c1ccc(N=Cc2cccc3ccccc23)cc1 | · | 4µM* | 4.5µM*
Cc1cc(NC(=O)CSc2cn(CCNC(=O)c3ccc(F)cc3)c3ccccc23)no1 | -3% | ? | ?
O=S(=O)(c1ccc(OCC(O)CNC23CC4CC(CC(C4)C2)C3)c(Cl)c1)N1CCOCC1 (stereo unspecified) | -4% | 16µM* | ?
Fc1ccc(C2CC(c3ccco3)=NN2c2ccccc2)cc1 (stereo unspecified) | -10% | -1% | -3%
OC(C#Cc1ccccn1)c1cccs1 (stereo unspecified) | 2% | 16µM* | 18µM*
CNC(=O)COc1ncnc2sc(C)c(C)c12 | 3% | -5% | 2%
O=C(Nc1ccccc1C(=O)NCCc1ccccc1)c1ccco1 | 3% | ? | -8%
Clc1ccc(CNC2CCN(Cc3ccccc3)CC2)cc1 | ? | ? | -98%
COc1ccc(S(=O)(=O)c2cc3cc(OC)ccc3oc2=O)cc1 | -1% | -23% | -5%
O=C(CSc1nnc(CNC(=O)c2ccccc2)o1)NCc1ccccc1Cl | -8% | -5% | 0%
Cn1c(=O)c2c(nc(CN3CCN(Cc4ccccc4)CC3)n2CCN2CCOCC2)n(C)c1=O | 0% | -25% | -14%
CC(C)OCCCn1c(-c2ccc(Br)cc2)c[nH]c1=S | -10% | ? | ?
Cc1ccc(S(=O)(=O)Oc2cccc(/C=N/n3cnnc3)c2)cc1 | 3% | 8.2µM* | 8.2µM*
CCc1ccccc1NC(=O)CN1CCN(CC(=O)Nc2ccc(-c3ccccc3)cc2)CC1 | 1% | 16µM* | ?
CSc1nsc(SCC(=O)Nc2ccc(F)cc2F)n1 | -27% | -27% | 3%
CC1(C)Cc2c(sc3c2c(=O)n(-c2ccc(Cl)cc2)c(=O)n3CC(N)=O)CO1 | -2% | -4% | 7%
CCc1ccccc1NC(=O)CSc1nnc(CCNC(=O)OC(C)(C)C)o1 | 4% | -15% | 5%
O=C(NCCc1ccc(F)cc1)c1coc(=O)c(Br)c1 | -3% | 0.92µM* | 0.13µM*
Cc1ccc(S(=O)(=O)N(CC(O)CN2CCCCC2)c2cccc([N+](=O)[O-])c2)cc1 (stereo unspecified) | -3% | -5% | 3%
O=C(O)CCC(=O)Nc1ccc(C(=O)N2CCCCC2)cc1 | 7% | -10% | -11%
CCC1Oc2ccccc2N(CC(=O)NCCCN2CCCCC2C)C1=O (stereo unspecified) | -1% | -2% | -8%
CCOc1ccc(NC(=O)CN(C)C(=O)CCCc2nc3ccccc3c(=O)[nH]2)cc1OCC | 3% | -2% | -10%

Other records.
SMILES | KAT2A inh | TDP1 cell noCPT | TDP1 cell CPT
COC(=O)/C(=C/c1cn(C(C)=O)c2ccccc12)[N+](=O)[O-] | -1% | ? | -24%
Cc1cccc(C)c1NC(=O)c1nc(S(=O)(=O)Cc2ccccc2F)ncc1Cl | · | 5µM* | 1.3µM*
O=C(COC(=O)c1ccccc1Cl)Nc1cccnc1Cl | 1% | 9% | -3%
CN1CCN(Cc2nc(Cc3cccc(F)c3)no2)CC1c1ccccc1 (stereo unspecified) | -8% | -15% | 11%
Cc1ccn2c(=O)nc(SCC(=O)N3CCN(c4ccccc4)CC3)nc2c1 | -11% | 6% | -14%
NC(=O)c1ccccc1NC(=O)Nc1cccc(Cl)c1 | -2% | ? | 12µM*
Cc1sc2ncnc(Sc3ccccc3C(=O)Nc3ccc(Br)cc3)c2c1C | -20% | 16µM* | 23µM*
O=C(COc1ccccc1)Nn1cnc2ccccc21 | -6% | -12% | -14%
N#Cc1c(N)nc(SCc2ccccc2)c(C#N)c1-c1ccco1 | -20% | ? | ?
Cc1cc(OCC(=O)NCCc2ccc(S(N)(=O)=O)cc2)c2c(C)cc(=O)oc2c1 | -3% | 2% | -4%
O=C(c1ccc(Nc2nc3ccccc3n3nnnc23)cc1)N1CCN(c2ccc(F)cc2)CC1 | -16% | 9.2µM* | 10µM*
COCCCNC(=O)CCc1nc(-c2ccccc2)no1 | -2% | -4% | -13%
O=C1CCCC[C@@H](CO)[C@H](O)C[C@H](c2ccccc2)O1 | · | -11% | 2%
COc1ccc(CCNC(=O)c2ccc(OC)c(OC)c2)cc1OC | -2% | -12% | 6%
Cc1c(NS(=O)(=O)c2ccccc2F)c(=O)n(-c2ccccc2)n1C | -3% | 8% | 19%
COc1ccc(CNC(=O)C2CCCN2S(=O)(=O)c2ccc(C)cc2)cc1 (stereo unspecified) | -3% | -9% | -25%
C/C(=N\N=C(/N)SC1CC(=O)N(c2ccc(Cl)cc2)C1=O)c1cccs1 (stereo unspecified) | -27% | -18% | -25%
Cc1ccc(S(=O)(=O)NC(C)(C)CN2CCCCC2)cc1 | -3% | -8% | 6%
OCCN1CCN(C(=S)Nc2ccc(Oc3ccccc3)cc2)CC1 | -13% | 12% | 9%
COc1ccc(CCNS(=O)(=O)c2ccc(C3CNC(=O)C3)cc2)cc1OC (stereo unspecified) | 0% | -12% | -23%
COCCCNC(=O)C1CCN(C(=O)c2ccc(-n3ccc4ccccc43)s2)CC1 | -22% | 16µM* | 18µM*
CC(=O)c1c(C)[nH]c(-c2ccccc2)c1C | -2% | -12% | 3%
CCC(=O)N1CCc2cc(S(=O)(=O)NC(C(=O)NCCc3cccc(C)c3)C(C)C)ccc21 (stereo unspecified) | 0% | -17% | -9%
Cc1ccc(SCc2c(C(=O)N/N=C/C3CC=CCC3)nnn2-c2nonc2N)cc1 (stereo unspecified) | -5% | -25% | -6%
Cc1nc(NC(=O)COc2ccccc2)sc1C(=O)Nc1ccccc1 | 2% | -22% | -27%

Following part.
SMILES | KAT2A inh | TDP1 cell noCPT | TDP1 cell CPT
COc1ccc(Cn2ccnc2SCC(=O)NC2CCCC2)cc1 | 2%&-3% | -21%&-24% | -28%&-24%
COc1cccc(-c2ncc3ccccc3c2COC(=O)CCC(=O)O)c1 | -1% | -11% | -18%
CC1CN(C(=O)c2cc3ccccc3oc2=O)CC(C)O1 (stereo unspecified) | -2% | -10% | 1%
COc1ccc(CN2C(=O)CS/C2=N/N=C/c2cccs2)cc1 | -9% | -29% | -5%
COc1ccc(-c2nnc(Nc3nc4c(OC)cccc4s3)o2)c(OC)c1 | -4% | 4.1µM* | 4.6µM*
CCn1c(SCC(=O)NCc2ccccc2)nc2nc3c(cc2c1=O)CCCC3 | -5% | ? | 4%
Cc1ccc(Cl)cc1NC(=O)c1sc2nc(-c3ccccc3)cn2c1C | 0% | 15µM* | 21µM*
O=C(NCCN1CCOCC1)c1sc2ccccc2c1Cl | -2% | ? | 7%
Cc1ccc(NC(=O)Nc2csc3c2CCCC3)c(C)c1 | 2% | -29% | ?
O=C(c1cccc(Cl)c1)N1CCC2CC1c1cc(-c3ccc(F)cc3)ccc12 (stereo unspecified) | · | ? | ?
O=C(CSc1nnc(NC(=O)C2CCC2)s1)NC1CC1 | 1% | -1% | -3%
CN1/C(=N\O)c2cccc3cccc1c23 | -5% | ? | ?
ClC(Br)=C(n1cnc2ccccc21)n1cnc2ccccc21 | 2% | ? | ?
O=c1cc(O)cc2n1CCC2 | · | 19% | 12%
O=C(NCc1ccccc1)c1onc(CSc2ccc(Cl)cc2)c1C(=O)NCc1ccccc1 | -15% | ? | ?
CCn1cc(Br)c(C(=O)Nc2ccc(Cl)cc2Cl)n1 | 0% | ? | -10%
CC(c1ccncn1)N(C)C(=O)c1ccc2oc(Cc3ccccc3)nc2c1 (stereo unspecified) | -4% | ? | -1%
COC(=O)c1ccc(Cn2nc(C)c([N+](=O)[O-])c2C)o1 | 1% | -12% | -9%
COc1ccc(CC(=O)Nc2ccc(C(=O)Nc3ccccc3C(=O)O)cc2)cc1OC | 4% | -21% | -12%
N#Cc1ccc(CSc2nnc(-c3ccncc3)o2)cc1 | 0% | ? | 7%
O=C(CSc1nnc(-c2cccc(F)c2)o1)N1CCOCC1 | 0% | -3% | 4%
CC(C)OCCCNC(=O)C(=O)Nc1c2c(nn1-c1ccccc1)CS(=O)(=O)C2 | -2% | -16% | -5%
O=C(COC(=O)/C=C/c1ccccc1Cl)NCc1ccco1 | -5% | -26% | -5%
